Compound activity as filed in PubChem BioAssay.
PfM18AAP inh: PfM18AAP enzyme inhibition | recombinant PfM18AAP, H-Glu-NHMec fluorogenic cleavage | inhibition, % at 7.35 µM | hit rate 1.2% among 290,000;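 active = inhibition above the campaign mean inhibition over all tested compounds plus 3 SD, cut at about 28% in these data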;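 also: 0% = plate median of test compound wells and 100% = 2 mM ZnCl2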
IDE cell inh: inhibits human insulin-degrading enzyme in HEK cells | inhibition, % at 5.59 µM | FAbetaB cleavage, fluorescence polarization | AID 434962 | hit rate 0.41% among 320,000;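 active = percent inhibition above the average of all tested compounds plus 3 SD, set per screening campaign, cut at about 16% in these data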;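 also: IDE supplied by intact live HEK cells; FP after avidin binding of uncleaved biotin substrate so inhibition keeps polarization high; 0% = DMSO wells and 100% = 60 µM reference IDE inhibitor Ii1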
Target sequence (P14735 whole entry, looked up): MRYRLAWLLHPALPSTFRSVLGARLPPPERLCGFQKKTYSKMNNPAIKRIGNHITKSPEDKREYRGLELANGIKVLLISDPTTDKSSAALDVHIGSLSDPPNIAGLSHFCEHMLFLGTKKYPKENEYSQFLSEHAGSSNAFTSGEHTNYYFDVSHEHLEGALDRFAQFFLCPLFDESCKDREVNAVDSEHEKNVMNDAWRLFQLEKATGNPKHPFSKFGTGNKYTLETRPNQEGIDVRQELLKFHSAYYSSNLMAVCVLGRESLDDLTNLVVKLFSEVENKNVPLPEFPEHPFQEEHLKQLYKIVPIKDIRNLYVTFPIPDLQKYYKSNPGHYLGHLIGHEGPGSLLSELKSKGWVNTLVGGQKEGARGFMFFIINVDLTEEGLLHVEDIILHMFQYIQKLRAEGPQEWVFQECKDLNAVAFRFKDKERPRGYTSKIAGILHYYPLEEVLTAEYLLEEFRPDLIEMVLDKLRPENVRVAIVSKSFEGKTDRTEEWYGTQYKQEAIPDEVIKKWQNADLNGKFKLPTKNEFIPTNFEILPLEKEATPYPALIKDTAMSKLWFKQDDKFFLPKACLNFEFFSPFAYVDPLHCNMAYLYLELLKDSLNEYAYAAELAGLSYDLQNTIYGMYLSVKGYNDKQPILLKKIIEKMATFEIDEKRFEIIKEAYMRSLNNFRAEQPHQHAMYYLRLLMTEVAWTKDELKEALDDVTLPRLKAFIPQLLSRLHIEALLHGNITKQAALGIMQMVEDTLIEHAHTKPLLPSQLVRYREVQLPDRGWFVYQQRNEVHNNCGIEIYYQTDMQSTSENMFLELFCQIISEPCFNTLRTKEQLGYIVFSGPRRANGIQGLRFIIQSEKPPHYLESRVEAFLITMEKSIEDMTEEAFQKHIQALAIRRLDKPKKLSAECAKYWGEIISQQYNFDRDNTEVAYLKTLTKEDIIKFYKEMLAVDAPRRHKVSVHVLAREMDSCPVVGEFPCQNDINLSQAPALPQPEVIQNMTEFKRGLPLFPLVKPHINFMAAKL
UBC9 SUMO inh: inhibitors of human SUMOylation (UBC9); P63279; HTRF SUMOylation assay, SAE1/SAE2 + UBC9, in vitro; inhibition, % at 35 µM; hit rate 0.36% among 290,000; AID 2006; in the data active = inhibition above about 50%, passing the limit was not always enough; also: strong numbers were not always called active
NS3 helicase inh: inhibitors of Hepatitis C virus NS3 helicase; hit rate 0.56% among 290,000; inhibition, % at 10.9 µM; NS3 helicase DNA unwinding, Cy5 molecular beacon fluorescence; AID 1800;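 active = inhibition above the mean of all tested compounds plus 3 SD, set per campaign, cut at about 35% in these data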;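 also: 0% = DMSO wells and 100% = thioflavine S control wells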
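test system = hepatitis C virus NS3 helicase domain fragment enzyme | reagent = annealed dual-labelled DNA beacon duplex, ATP-started | times = 1 h at 25 °C | detection = Cy5 fluorescence, 0 and 60 min reads | read-out basis = percent inhibition from t60/t0 fluorescence ratio | control set = DMSO and thioflavine S | replication = one well per compound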
p-CIP stab down: compounds decreasing mouse p/CIP protein stability. decrease of EGFP signal, % at 10 µM. hit rate 0.01% among 290,000. Q05BA5. AID 1984. F442A p/CIP-EGFP cells, EGFP fluorescence, 16 h;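 active = EGFP signal decrease of at least 30% at 10 µM or well 3 SD below plate mean, unless failing retest; inactive = the rest, including hits failing retest or dose response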; also: some compounds called inactive have numbers as strong as hits; many of its hits are not listed in these tables
IMP-1 inh: inhibitors of Pseudomonas aeruginosa IMP-1 metallo-beta-lactamase; inhibition, % at 5.6 µM; hit rate 0.45% among 290,000; purified IMP-1, nitrocefin hydrolysis, epi-absorbance fluorescence; AID 1556;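 active = inhibition above the mean plus 3 SD of all compounds in the same screening run, cut at about 4.5% in these data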;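 also: 0% = IMP-1 with DMSO and 100% = DMSO wells lacking enzyme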
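assay system = purified recombinant IMP-1 metallo-beta-lactamase enzyme | schedule = 15 min preincubation plus 25 min reaction at 25 °C | signal = Epi-absorbance fluorescence, 480 nm excitation, 530 nm emission | read-out basis = percent inhibition from optical density relative to buffer-blank wells | controls = IMP-1 with DMSO as 0%, enzyme-free DMSO as 100%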
VIM-2 inh: blocks Pseudomonas aeruginosa VIM-2 metallo-beta-lactamase. hit rate 0.89% among 290,000. purified VIM-2, nitrocefin hydrolysis, epi-absorbance fluorescence. inhibition, % at 5.6 µM;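 active = inhibition above the mean of all tested compounds plus 3 SD, cutoff set per screening run, cut at about 7.5% in these data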;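 also: red hydrolysis product quenches plate fluorescence so inhibitors raise well fluorescence; 0% = enzyme with DMSO and 100% = DMSO without enzyme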
FID counter: fluorescent intercalator displacement, NS3 helicase counter-screen. inhibition, % at 7.9 µM. hit rate 0.17% among 290,000. DNA fluorescent intercalator displacement, fluorescence; in the data active = inhibition above about 37%;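 also: 0% = vehicle and 100% = reference compound; higher means more ethidium bromide displaced from hairpin DNA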
IDE act: boosts human insulin-degrading enzyme activity in HEK cells. FAbeta-B cleavage, fluorescence polarization; 0% vehicle, 100% cell-free pure enzyme wells. activation, % at 5.96 µM. hit rate 0.073% among 340,000;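 active = activation above the mean of all tested compounds plus 3 SD, set per screening campaign, cut at about 17% in these data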
Starred values were filed as active, the others as inactive; · = not tested or not shown.

Compound,PfM18AAP inh,IDE cell inh,UBC9 SUMO inh,NS3 helicase inh,p-CIP stab down,IMP-1 inh,VIM-2 inh,FID counter,IDE act
COc1cccc(C(=O)NC2CCCc3ccccc32)c1OC (stereo not given),-1,-1,4,-6,-2,-1.0,-1.1,-21,0
O=C(O)c1ccc(Br)cn1,4,3,14,-3,-8,-3.7,-1.0,15,4
COc1ccc(S(=O)(=O)Cc2ccc(C(=O)N3CCOCC3)o2)cc1,-11,0,19,5,-9,-1.4,-3.0,-7,2
COCCCNC(=O)CCCn1c(=O)c2ccccc2n(CC(=O)Nc2c(C)cccc2C)c1=O,-9,1,10,3,-7,-1.3,0.9,-12,0
COc1cc(C)c(C(C)C)cc1S(=O)(=O)N1CCOCC1,-8,1,-12,-3,20,1.2,-0.9,-13,0
CC(C)NC(=O)COC(=O)CNC(=O)c1cc(Cl)cc([N+](=O)[O-])c1,3,0,-2,1,6,-3.7,-4.0,1,1
C=CCn1c(=O)/c(=C2/Sc3ccccc3N2CC)s/c1=C1/C(=O)NN=C1C,20,12,9,-4,-101,-3.3,-0.3,-9,·
CCOC(=O)C(Cc1ccc(O)cc1)NC(=O)CNC(=O)C1CCCN1C(=O)OC(C)(C)C (stereo not given),-5,-4,-5,2,13,-0.8,0.8,-18,·
O=C(Oc1cccnc1)c1ccc([N+](=O)[O-])cc1Cl,8,-2,-74,6,7,-3.9,-3.1,-2,2
COc1cc(/C=C2\SC(=O)NC2=O)ccc1Oc1ccc([N+](=O)[O-])cn1,3,-4,15,-7,-8,-3.4,-2.4,-16,1
Cc1sc2nc(CN3CCCC3)nc(Cl)c2c1C,12,4,14,8,-4,-1.9,-3.3,-2,5
CCN1C(=O)c2ccccc2S(=O)c2ccc(C(=O)N3CCCC3)cc21 (stereo not given),1,-4,-10,-11,-7,-4.3,-0.8,-5,2
CC(C)Sc1nc2c(c(=O)n1C)SC(C)C2 (stereo not given),6,-5,-1,0,-4,-4.1,-6.5,-6,7
Cc1nc(N2CCN(Cc3ccc4c(c3)OCO4)CC2)nc2c1C(=O)CC(c1ccco1)C2 (stereo not given),-12,-1,2,-15,-3,-4.5,-3.0,-11,5
CCOc1ccc(S(=O)(=O)N(C)C)cc1-c1nc2c(C(C)(C)C)nn(C)c2c(=O)[nH]1,0,1,0,-4,-15,-5.4,-1.6,-5,-3
CC1CCN(C(=S)NCCc2ccccc2)CC1,-12,3,20,15,-6,-3.8,-1.3,-5,4
CCOn1c(=O)c(-c2cc3ccccc3o2)[n+]([O-])c2ccccc21,-4,-1,4,2,-16,-0.8,-1.7,2,2
c1ccc(CN2CCN(c3nc(N4CCOCC4)c4ccccc4n3)CC2)cc1,5,-3,·,-1,·,-2.6,0.6,10,5
Cc1ccc2cc(CN(CCc3ccccc3)C(=S)NCCCN(C)C)c(=O)[nH]c2c1,-8,·,11,-77,8,-4.7,-0.3,22,-2
CCOc1ccc(-c2cc(C(=O)NCCCn3ccnc3)c3cc(Br)ccc3n2)cc1,13,4,4,-43,-1,33*,17*,24,4
O=C(NCCCNC(=O)c1ccc(F)cc1)c1ccc(F)cc1,1,4,8,-2,7,-0.7,-0.5,0,5
O=C(/C=C/Nc1ccccc1OC(F)(F)F)C(F)(F)F,-4,0,11,5,-10,-3.1,-2.0,-1,2
Cc1ccsc1/C=N/NC(=O)Cn1nc(C)c([N+](=O)[O-])c1C,-14,7,27,0,-10,-2.1,-0.7,-9,2
COc1ccc(Br)cc1C1SCCN1S(C)(=O)=O (stereo not given),-9,3,2,0,8,-3.2,-5.1,-7,1
COc1ccc([C@@H]2[C@@H]3C(=O)N(C(C)(C)C)C(=O)[C@@H]3[C@]3(CC(C)C)C(=O)N(c4ccc(C(F)(F)F)cc4)C(=O)N23)cc1,-5,0,-26,9,-2,0.6,1.5,-10,4
CCCOc1ccc(N2C(=O)CC(NCCCN3CCC(C(N)=O)CC3)C2=O)cc1 (stereo not given),-1,6,·,5,·,-0.3,-2.5,-4,1
CC1Cc2ccccc2N1C(=O)CSc1ncc(-c2ccc(F)cc2)n1C (stereo not given),0,-1,-3,-8,-5,1.0,-2.3,-32,4
CC(NC(=O)CCN1N=C(c2ccccc2)CCC1=O)c1ccc2c(c1)OCCO2 (stereo not given),-10,-4,5,2,-7,-4.1,-0.3,-25,·
CC1(C(=O)O)CCC(C(=O)NC2CCCCCC2)C1(C)C (stereo not given),-15,3,12,11,-11,-5.2,-2.8,-2,-10
CCC(C(=O)NC1CCCC1)N(C(=O)Cn1nnc(-c2cccs2)n1)c1cnc2ccccc2c1 (stereo not given),-3,3,9,-1,-5,-2.0,-1.3,-1,0

Single records (already shown):
CCC(C(=O)NC1CCCC1)N(C(=O)Cn1nnc(-c2cccs2)n1)c1cnc2ccccc2c1 (stereo not given) is entered as PfM18AAP inh: -3; IDE cell inh: 3; UBC9 SUMO inh: 9; NS3 helicase inh: -1; p-CIP stab down: -5; IMP-1 inh: -2.0; VIM-2 inh: -1.3; FID counter: -1; IDE act: 0
CCOc1ccc(S(=O)(=O)N(C)C)cc1-c1nc2c(C(C)(C)C)nn(C)c2c(=O)[nH]1 is entered as PfM18AAP inh: 0; IDE cell inh: 1; UBC9 SUMO inh: 0; NS3 helicase inh: -4; p-CIP stab down: -15; IMP-1 inh: -5.4; VIM-2 inh: -1.6; FID counter: -5; IDE act: -3

Other results.
Compound,PfM18AAP inh,IDE cell inh,UBC9 SUMO inh,NS3 helicase inh,p-CIP stab down,IMP-1 inh,VIM-2 inh,FID counter,IDE act
O=C(Nc1ccccc1Oc1cccnc1)C1CCCN(C/C=C/c2ccccc2)C1 (stereo not given),-2,·,2,-18,-10,0.0,0.8,19,5
Cc1cc(C)nc(NS(=O)(=O)c2ccc(NC(=O)c3cccs3)cc2)n1,4,0,1,-8,-3,-2.2,-0.1,-7,2
CCN(CC)CCCNC(=O)C1c2ccccc2C(=O)N(C)C1c1ccc(OC)cc1 (stereo not given),-5,-2,0,-13,9,-4.2,-1.9,6,6
Cc1cc(C)n(-c2cc(C(=O)O)cc(C(=O)O)c2)n1,4,-2,10,-5,-5,-1.9,0.3,-1,-3
Cc1cccc(CSc2ncnc3nc[nH]c23)c1,3,4,3,1,-10,-4.2,-2.9,0,0
COC(=O)CNC(=O)c1cc(-c2ccncc2)nc2ccc(C)cc12,-13,-1,13,0,-21,0.1,-0.8,-8,2
O=C(CCN1C(=O)[C@@H]2Cc3ccccc3CN2C1=O)NCc1ccc(Cl)cc1,-2,-2,4,2,-16,1.2,-1.8,-31,4
O=C(NCc1cccc(Cl)c1)c1cccc(OC2CCN(C(=O)C3CC3)CC2)c1,3,2,9,4,-8,-1.8,25*,-40,3
CCn1nnnc1NCc1c(OC)ccc2ccccc12,-1,1,25,4,-16,-2.7,-1.7,-1,-3
Cc1csc(NC(=O)CN(C)S(=O)(=O)c2cccc3cccnc23)n1,-15,6,44,6,-8,-1.6,-3.7,-12,-1
Cc1nn(-c2ccccc2)c2c1C1(C(=O)N(C)c3ccccc31)N(c1ccccc1)C(=O)N2 (stereo not given),-1,1,-2,1,3,-2.7,-3.8,-11,-4
CC(=O)c1cccc(NC(=O)C(C)N2CCc3ccccc3C2)c1 (stereo not given),-17,0,23,-4,-12,-2.1,-1.6,-12,0
NC1=NC(=O)/C(=C/c2c(OS(=O)(=O)c3ccc(Cl)cc3)ccc3ccccc23)S1,14,2,10,0,2,-4.9,-2.6,-2,2
COc1ccccc1Nc1nc(-c2ccccc2)nc2ccccc12,-8,-9,3,-10,3,-0.5,1.9,-3,-4
COc1ccc(-c2nn(-c3ccccc3C)cc2CNC(C)c2cn(C)nc2C)cc1F (stereo not given),-2,-3,-4,-14,-6,-3.1,-4.4,21,-1
CC(=O)N1CCc2cc(S(=O)(=O)NC(CC(C)C)C(=O)Nc3cc(C(=O)O)ccc3C)ccc21 (stereo not given),-2,6,10,4,-10,-3.1,-1.4,-11,-1
CCC(C)(C)NC(=O)C(c1ccc(O)cc1)N(C(=O)Cn1nnc2ccccc21)c1ccc(NC(C)=O)cc1 (stereo not given),2,1,-32,-6,0,-4.0,-3.1,-27,-2
CC(C)n1nnnc1-c1cc(Cl)cc(Cl)c1,0,2,8,6,-15,-1.9,0.1,0,-7
OC(COc1ccccc1)Cn1cc(Br)cn1 (stereo not given),-6,6,14,14,-3,-2.6,-0.7,-5,0
CC(C)OC(=O)CCCN1C(=O)c2ccc(N)cc2C1=O,1,1,30,5,12,-3.1,-5.8,-3,4
COc1cccc(-n2c(SCC(=O)N3CCc4ccccc43)nnc2-c2c[nH]c3ccccc23)c1,-3,1,6,0,6,0.7,0.2,0,3
Cc1nc(SCCCSc2n[nH]c(C)n2)n[nH]1,-3,-1,1,1,-7,-2.4,-1.7,0,0

An excerpt from above in order of SMILES length, largest number first.
Compound,PfM18AAP inh,IDE cell inh,UBC9 SUMO inh,NS3 helicase inh,p-CIP stab down,IMP-1 inh,VIM-2 inh,FID counter,IDE act
CCC(C)(C)NC(=O)C(c1ccc(O)cc1)N(C(=O)Cn1nnc2ccccc21)c1ccc(NC(C)=O)cc1 (stereo not given),2,1,-32,-6,0,-4.0,-3.1,-27,-2
CC(=O)N1CCc2cc(S(=O)(=O)NC(CC(C)C)C(=O)Nc3cc(C(=O)O)ccc3C)ccc21 (stereo not given),-2,6,10,4,-10,-3.1,-1.4,-11,-1
CC(C)OC(=O)CCCN1C(=O)c2ccc(N)cc2C1=O,1,1,30,5,12,-3.1,-5.8,-3,4
